XBP1 UPR activ – activators of adaptive arm of unfolded protein response (XBP1); CHO-XBP1 luciferase reporter, IRE1-XBP1 UPR activation, luminescence; percent of tunicamycin response, DMSO as zero; activation, % at 20 µM; 330,000 compounds, 0.33% hits; AID 463104;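 active = versus positive control, 20 µM dose yields 30% or more activation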;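 also: 100% = tunicamycin at 10 µg/mL and 0% = DMSO only wells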
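incubation = overnight seeding at 37 °C, 6 h compound treatment at 37 °C | assay system = CHO-XBP1 cells stably carrying IRE1-XBP1-driven luciferase reporter | input = 1000 cells per well | detection = luciferase luminescence | dosing = single point, 20 µM final compound, 1% DMSO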
Mdm2-MdmX inh – disrupts the human Mdm2-MdmX interaction | O15151+Q00987 | 330,000 compounds, 3% hits | AID 485346 | inhibition, % at 8 µM | SaOS-2 split-luciferase Mdm2/MdmX complementation, luminescence;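 active = inhibition of at least 50% at 8 µM in the primary screen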
tim23-1 inh – tim23-1 yeast growth inhibition. 330,000 compounds, 1.3% hits. S. cerevisiae tim23-1 growth, BacTiter-Glo luminescence, 24 h. AID 463212. inhibition, % at 20 µM;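 active = growth inhibition of the mutant yeast at or above 50%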;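 also: temperature-sensitive mutant grown at 25 °C; plate controls were DMSO-treated mutant yeast for no effect and medium wells lacking yeast for full effect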
APJ agonist – agonists of human APJ apelin receptor; CHO-K1 APJ PathHunter beta-arrestin, luminescence; 0% DMSO wells, 100% apelin; activation, % at 20 µM; 330,000 compounds, 0.11% hits;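 active = activation more than six SD over the plate average, tested at 20 µM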;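 also: 0% = DMSO alone and 100% = apelin-13 at 10 nM; some results filed as inactive read as strong as hits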
Target sequence (P35414 whole entry, looked up): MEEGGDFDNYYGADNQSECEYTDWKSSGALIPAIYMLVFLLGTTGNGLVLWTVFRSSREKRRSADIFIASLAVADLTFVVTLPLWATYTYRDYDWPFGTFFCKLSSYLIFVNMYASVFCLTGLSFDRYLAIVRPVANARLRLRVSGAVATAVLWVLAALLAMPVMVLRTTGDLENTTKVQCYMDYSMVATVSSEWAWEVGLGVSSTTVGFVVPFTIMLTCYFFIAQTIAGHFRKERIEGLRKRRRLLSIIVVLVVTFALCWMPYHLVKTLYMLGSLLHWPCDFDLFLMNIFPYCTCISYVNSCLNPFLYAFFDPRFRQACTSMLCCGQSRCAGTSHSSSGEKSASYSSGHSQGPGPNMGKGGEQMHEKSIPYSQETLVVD
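Assay system: CHO-K1 APJ beta-arrestin complementation cell line / Compound: single test compound dose, 20 µM final, 1% DMSO / Times: overnight seeding, 90 min compound at 25 °C, 1 h detection / Technique: beta-gal luminescence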
CHOP UPR activ – apoptotic UPR (CHOP) activation; CHO-CHOP luciferase reporter, luminescence; percent of tunicamycin response over DMSO baseline; activation, % at 10 µM; 330,000 compounds, 0.34% hits;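 active = at 10 µM dose, activation of 40% or more, normalized to positive control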;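 also: 100% = tunicamycin at 10 µg/mL and 0% = DMSO alone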
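System: CHO-CHOP luciferase reporter cell line | Buffer or medium: F12 medium containing 10% fetal bovine serum | Doses: One dose, 10 µM in 0.5% DMSO | Times: 6 h compound exposure at 37 °C after overnight seeding | Signal: Luciferase luminescence | Read-out: % activation vs tunicamycin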
TIM10 inh – inhibits growth of TIM10 yeast strain. S. cerevisiae TIM10 strain growth, BacTiter-Glo luminescence, 24 h. AID 463195. inhibition, % at 10 µM. 330,000 compounds, 1.4% hits;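 active = inhibition of 40% or more at the single tested concentration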;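 also: wild-type TIM10 isogenic control strain grown at permissive 25 °C; 0% = DMSO yeast wells and 100% = minimal medium wells without yeast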
GRIN3A LBD mod – modulates the human NR3A ligand-binding domain. NR3A LBD differential scanning fluorimetry, Tm shift; 0% = protein alone, 100% = glycine-bound protein. Tm shift relative to glycine control, % at 25 µM. 340,000 compounds, 2.5% hits. AID 1259313;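 active = melting temperature shift of at least 10% of the positive control shift, at one fixed dose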
NLRP3 yeast inh – blocks the NALP3 inflammasome reconstituted in yeast; Yeast reconstituted NLRP3/ASC/caspase-1, beta-gal luminescence, 24 h; inhibition, % at 10 µM; 330,000 compounds, 0.39% hits;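 active = inhibition of 50% or more; inactive = inhibition below 50%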;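 also: plate controls were induced DMSO wells for no effect and uninduced yeast grown without galactose for full effect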
tim10-1 inh – tim10-1 yeast growth inhibition; S. cerevisiae tim10-1 ts strain growth, BacTiter-Glo, 24 h; inhibition, % at 20 µM; 330,000 compounds, 2.2% hits; AID 463190;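 active = inhibition of at least 40%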;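 also: mutant grown at 25 °C; 0% = DMSO wells with yeast and 100% = wells holding no yeast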
Numbers without * were called inactive; nt = no result given.

Compound,GRIN3A LBD mod,APJ agonist,CHOP UPR activ,tim10-1 inh,NLRP3 yeast inh,Mdm2-MdmX inh,tim23-1 inh,TIM10 inh,XBP1 UPR activ
COc1ccc(-c2cc(C(=O)NC(C)c3ccccn3)c3ccccc3n2)cc1OC (stereo unspecified),0,-1,0.8,23,-7,21,28,19,-1
COc1ccc2[nH]c(C(=O)O)c(NS(=O)(=O)c3ccc(F)cc3)c2c1,-2,3,1.1,2,-9,-11,6,7,-1
Cc1ccc(C(=O)OC(C)CN2CCN(C)CC2)cc1 (stereo unspecified),0,-5,2.9,-5,20,1,29,-3,7
O=C(Nc1ccccc1)OCc1cc(-c2ccccc2Cl)on1,-3,-4,3.8,17,42,-96,17,25,-2
Cc1cccc(NC(=S)NC(C)C(c2ccccc2)N2CCN(C)CC2)c1C (stereo unspecified),0,-3,-0.3,9,2,16,8,-37,0
COc1cc(OC)cc(C(=O)NCCCCc2ccccc2)c1,-2,-1,2.4,5,10,-5,18,5,-2
Cc1cccc(/C=N/n2c(C)nc3ccccc3c2=O)c1,-2,-2,1.1,20,17,7,17,18,2
COC(=O)[C@H]1[C@H](C(=O)OC)[C@@H](C(=O)OC)N(c2ccc(OC)cc2)[C@@H]1C(=O)OC,0,4,0.3,7,12,6,21,0,-3
CC(C)CCC(CC(C)O)C(=O)NNC(=S)Nc1ccccc1 (stereo unspecified),0,-6,-1.0,7,24,1,1,6,-2
O=C1NC(c2ccc3c(c2)OCO3)Nc2ccccc21 (stereo unspecified),-7,-6,2.8,9,20,-11,4,-3,3
Cn1c(O)c(/C=N/NC(=O)c2cc3ccccc3cc2O)c2ccccc21,21*,-4,2.5,-3,4,24,20,1,0
Cc1cnc([N+](=O)[O-])n1CCOC(=O)NC(=O)c1ccccc1Cl,1,-1,1.2,7,-2,13,4,-14,-1

GRIN3A LBD mod, what is marked active above.
Molecule | GRIN3A LBD mod | NLRP3 yeast inh | Mdm2-MdmX inh | TIM10 inh
Cn1c(O)c(/C=N/NC(=O)c2cc3ccccc3cc2O)c2ccccc21 | 21* | 4 | 24 | 1

Some entries already given, limited to tim10-1 inh and NLRP3 yeast inh.
compound,tim10-1 inh,NLRP3 yeast inh
COC(=O)[C@H]1[C@H](C(=O)OC)[C@@H](C(=O)OC)N(c2ccc(OC)cc2)[C@@H]1C(=O)OC,7,12
COc1ccc(-c2cc(C(=O)NC(C)c3ccccn3)c3ccccc3n2)cc1OC (stereo unspecified),23,-7

(continued)
Compound,GRIN3A LBD mod,APJ agonist,CHOP UPR activ,tim10-1 inh,NLRP3 yeast inh,Mdm2-MdmX inh,tim23-1 inh,TIM10 inh,XBP1 UPR activ
COc1cc(/C=N/NS(=O)(=O)c2ccc(C)c([N+](=O)[O-])c2)cc([N+](=O)[O-])c1O,-3,-6,1.5,14,-31,22,13,12,-3
COc1cc(C(Nc2ccccn2)c2c(NC(=O)c3ccco3)sc(C)c2C)cc(OC)c1OC (stereo unspecified),-2,-2,0.2,31,-12,13,23,39,8
O=C(c1cc2cc(C(F)(F)F)ccc2s1)N1CCOCC1,-2,-1,4.2,10,-4,-27,1,11,0
Cc1ccc(/C=N/NC(=O)c2c[nH]c3ccccc23)s1,35*,0,8.9,-21,13,-21,7,-2,-4
O=C(O)/C=C/c1ccc(OCCCF)cc1,-1,-2,-1.5,2,2,-23,12,-3,-1
CC(=O)c1c(C)nn(C(=O)N2CCOCC2)c1C,1,-2,-1.0,9,9,-3,-1,-17,3
O=C(NNS(=O)(=O)c1ccccc1[N+](=O)[O-])c1ccc(O)cc1,1,1,-2.0,10,6,13,1,0,-2
COc1ccc(NC(=O)CCCCC#Cc2ccccc2)cc1,-10,-2,2.4,0,38,-13,8,-5,0
Cc1cccc(N(C)S(=O)(=O)c2ccc(-c3cnc(C4CC4)o3)cc2)c1,1,-5,0.3,39,-15,74*,29,-16,4
CCOc1ccc(NS(=O)(=O)c2ccc(C(=O)NCCCN3CCOCC3)cc2)cc1,-1,-3,-2.1,3,14,18,-3,-13,-3
Cc1cc(NC(=O)CCC(=O)N(CCC(C)C)C(C(=O)NC2CCCC2)c2ccccc2C)no1 (stereo unspecified),-2,0,2.3,13,25,-11,11,5,0
O=C(NCCCN1CCN(CCCNC(=O)c2ccccc2F)CC1)c1ccccc1F,-1,-3,-1.1,4,-9,8,-5,-1,1

Going on with the list:
Compound,GRIN3A LBD mod,APJ agonist,CHOP UPR activ,tim10-1 inh,NLRP3 yeast inh,Mdm2-MdmX inh,tim23-1 inh,TIM10 inh,XBP1 UPR activ
COc1cc(C(=O)N/N=C/c2coc3ccccc3c2=O)cc(OC)c1OC,0,-3,-3.1,20,3,24,33,9,-1
COC(=O)c1cc(NC(=O)C2CCCN(S(=O)(=O)c3c(C)n[nH]c3C)C2)cc(C(=O)OC)c1 (stereo unspecified),nt,0,-0.7,10,-3,11,12,-8,-2
O=C(CCCn1c(=O)[nH]c2ccccc2c1=O)NCCSCc1ccccc1,0,4,-0.4,21,-6,10,-1,7,2
O=C(COc1cccc(C(F)(F)F)c1)NCC(c1cccs1)N1CCOCC1 (stereo unspecified),-1,-2,2.2,13,1,8,22,8,1
NC(=S)NN=C1C2CC3CC(C2)CC1C3,4,-3,0.1,-10,7,-16,13,3,-5
COC(=O)CCC(=O)OC1(C)C(=O)C=C2C=C(C3CC3)N(CCc3c[nH]c4ccccc34)C=C2C1=O (stereo unspecified),0,20,-1.6,10,23,-21,2,19,1
COc1ccc(/C=C2\SC(=O)N(CCNC(=O)C3CC(=O)N(c4ccccc4)C3)C2=O)cc1 (stereo unspecified),0,1,3.9,34,15,-34,27,10,2
COc1ccc(CCNC(=S)Nc2ccc(OC)cc2)cc1,4,-2,1.2,33,18,15,-26,15,1
CCOC(=O)C1(Cc2cccc(Cl)c2)CCCN(C(=O)CCN2CCCC2=O)C1 (stereo unspecified),nt,-5,0.0,8,18,-5,2,1,-4
O=C(/C=C/c1ccccc1Cl)NNC(=O)c1cccs1,1,-2,2.0,7,3,-7,2,-1,-3
O=C(c1ccccc1)c1ccccc1N/C=C/c1nnnn1-c1ccccc1,2,5,0.4,9,22,-20,21,10,1
CCc1ccc2oc(C(=O)Nc3nonc3CC)c(C)c2c1,2,-2,4.9,31,12,-167,13,-10,1

New compounds follow.
Compound,GRIN3A LBD mod,APJ agonist,CHOP UPR activ,tim10-1 inh,NLRP3 yeast inh,Mdm2-MdmX inh,tim23-1 inh,TIM10 inh,XBP1 UPR activ
Cc1ccc(N(CC(=O)NCCc2ccccc2)C(=O)c2csnn2)cc1,1,-4,1.6,-11,-2,-11,4,13,1
O=C(O)C1CCCN1S(=O)(=O)c1ccc(Cl)c(Cl)c1 (stereo unspecified),0,0,0.3,22,3,7,16,18,-1
COC(=O)c1scc2c(=O)cc(C(F)(F)F)[nH]c12,-7,-2,-1.4,-4,-3,14,1,11,-2
COc1ccc(N2CCN(C(=O)Cn3cnc4c(cnn4-c4ccc(C)cc4)c3=O)CC2)cc1,-1,-2,17,-12,12,61*,-9,-6,17
Cc1ccc(S(=O)(=O)N2CCOCC2)cc1C(=O)NC1CCCC1,0,2,-0.3,3,25,-7,-3,1,1
Cc1cc(=O)oc2cc(OCC(=O)OCC(=O)Nc3ccccc3F)ccc12,-1,14,-0.6,18,-3,0,22,2,-3
NC(=O)CSc1nccn1Cc1ccc2c(c1)OCO2,0,-3,-1.0,9,-8,31,15,-4,-1
COc1ccc(Nc2oc(-c3ccc(F)cc3)nc2C#N)cc1,-1,-1,5.1,27,4,-35,14,20,6
O=C(NC1CCCCCC1)c1ccc(OCC2CCCO2)cc1 (stereo unspecified),0,-2,0.7,18,12,-31,19,-9,-2
CCn1c(SCC(=O)C(C)(C)C)nnc1-c1cnccn1,0,-3,0.5,-8,-2,10,21,2,-4
CCOC(=O)C1CCN(S(=O)(=O)c2c(C(=O)N3CCCCC3)c(C)n(C)c2C)CC1,-1,-2,3.9,21,5,-3,9,8,-3
Cc1nc2ncnn2c(N2CCCC(C(=O)Nc3ccc4c(c3)CCC4)C2)c1C (stereo unspecified),3,-5,-3.1,21,0,34,20,6,-3

As a short view, two of the compounds above.
Compound,GRIN3A LBD mod,APJ agonist,CHOP UPR activ,tim10-1 inh,NLRP3 yeast inh,Mdm2-MdmX inh,tim23-1 inh,TIM10 inh,XBP1 UPR activ
CCn1c(SCC(=O)C(C)(C)C)nnc1-c1cnccn1,0,-3,0.5,-8,-2,10,21,2,-4
CCOC(=O)C1CCN(S(=O)(=O)c2c(C(=O)N3CCCCC3)c(C)n(C)c2C)CC1,-1,-2,3.9,21,5,-3,9,8,-3

Continued:
Compound,GRIN3A LBD mod,APJ agonist,CHOP UPR activ,tim10-1 inh,NLRP3 yeast inh,Mdm2-MdmX inh,tim23-1 inh,TIM10 inh,XBP1 UPR activ
O=C(Nc1cc2c3c(c1)CC(=O)N3CCC2)c1ccccc1Br,2,2,2.4,11,17,6,5,7,1
COc1ccc(-c2nn(-c3ccccc3)cc2/C=N/NC(=O)c2ccc3c(c2)OCO3)cc1,nt,3,7.7,-1,16,20,11,-26,-6
O=C(OCC(=O)N1CCCC1=O)c1ccc(F)c(S(=O)(=O)N2CCOCC2)c1,1,-3,0.6,0,3,17,4,4,-9
Clc1cccc(-c2cc3nc4c(c(N5CCOCC5)n3n2)CCCC4)c1,-9,-3,1.2,4,26,13,46,26,5
Cc1[nH]c2ccccc2c1-c1nc(N)sc1C,1,-1,3.0,0,17,-12,0,12,-6
O=c1c2c([N+](=O)[O-])cc([N+](=O)[O-])cc2sn1Cc1ccccc1,nt,2,7.7,7,38,10,22,17,-5
CC/C(=N\NC(=O)c1c(-c2ccccc2)noc1C)c1ccc(C)o1,0,-1,2.0,26,9,-5,5,-4,-1
FC(F)(F)COc1nc(OCC(F)(F)F)nc(N2CCN(c3ccccc3)CC2)n1,12*,-4,-2.8,2,16,26,26,-10,-4

Bioassay records (PubChem BioAssay)
